S1P2 antag = human S1P2 receptor antagonists, primary screen, cell-based | Sphingosine 1-phosphate receptor 2 (Homo sapiens), O95136 | cell-based S1P2 antagonist assay, inhibition at 5 uM | inhibition, % at 5 µM | actives 0.21% (n = 97,000) | AID 736, 2007; in the data active means inhibition above about 45%;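 further: CRE beta-lactamase reporter cells expressing human S1P2 stimulated with S1P; 0% = agonist at EC80 alone and 100% = agonist plus reference antagonist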
Target sequence (O95136 whole entry, looked up): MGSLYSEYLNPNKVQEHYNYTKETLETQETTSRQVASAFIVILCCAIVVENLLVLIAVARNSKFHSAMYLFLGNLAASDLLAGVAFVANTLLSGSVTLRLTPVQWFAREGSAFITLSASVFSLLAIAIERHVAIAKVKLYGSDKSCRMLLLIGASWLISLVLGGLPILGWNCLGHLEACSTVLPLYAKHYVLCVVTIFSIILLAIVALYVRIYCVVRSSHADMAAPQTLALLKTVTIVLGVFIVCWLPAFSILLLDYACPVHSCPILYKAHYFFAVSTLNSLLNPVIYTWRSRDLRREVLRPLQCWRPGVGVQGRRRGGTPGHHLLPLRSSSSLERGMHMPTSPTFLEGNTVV
H69AR growth 86K = proliferation blockers of H69AR lung cancer cells, primary screen, cell-based, human, 86K library | H69AR lung tumor viability, ATP luminescence, 72 h; stronger effect = lower value | viability, % at 10 µM | actives 6% (n = 85,000);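 active means viability at or below 40%; inactive means viability above 40%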;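 further: multidrug resistant small cell line overexpressing MRP-1 efflux transporter; 100% = mean luminescence of untreated control wells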
PostGolgi ctrl = growth inhibition of yeast control strain, primary screen, counter-screen for post-Golgi transport modulator project; efflux-deficient yeast background strain, growth absorbance A615, 16 h; inhibition, % at 10 µM; actives 5% (n = 98,000); AID 738, 2007; in the data active means inhibition above about 30%
sEH activator = soluble epoxide hydrolase activators, primary screen, biochemical, human sEH. Bifunctional epoxide hydrolase 2 (Homo sapiens), P34913. purified human sEH enzymatic activity, activator screen. activation, % at 2 µM. actives 0.04% (n = 91,000); in the data active means activation above about 37%; further: values of inactives mirror those of a sister screen read the other way
Target sequence (P34913 whole entry, looked up): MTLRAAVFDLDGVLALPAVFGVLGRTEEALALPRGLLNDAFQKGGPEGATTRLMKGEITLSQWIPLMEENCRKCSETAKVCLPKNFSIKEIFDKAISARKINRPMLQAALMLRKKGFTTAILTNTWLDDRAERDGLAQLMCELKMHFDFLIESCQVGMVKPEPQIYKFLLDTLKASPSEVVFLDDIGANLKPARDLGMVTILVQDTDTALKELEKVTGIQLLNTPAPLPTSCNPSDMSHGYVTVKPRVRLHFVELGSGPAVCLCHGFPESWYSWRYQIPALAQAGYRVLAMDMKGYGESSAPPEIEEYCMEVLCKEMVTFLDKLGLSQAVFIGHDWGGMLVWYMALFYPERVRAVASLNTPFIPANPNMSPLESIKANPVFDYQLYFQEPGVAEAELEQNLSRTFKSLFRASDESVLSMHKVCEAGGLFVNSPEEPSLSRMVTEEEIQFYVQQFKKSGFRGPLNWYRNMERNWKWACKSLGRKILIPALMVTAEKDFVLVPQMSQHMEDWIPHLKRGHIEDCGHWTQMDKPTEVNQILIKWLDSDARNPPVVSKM
Fibroblast inh = antiproliferative effect on LL 47 fibroblasts – human, LL 47 cells, CellTiter-Glo luminescence, primary screen; LL 47 human lung fibroblast viability, ATP luminescence; stronger effect = lower value; viability, % at 10 µM; actives 1.1% (n = 85,000); AID 719, 2007;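 active means viability at or below 50% in the single dose screen; inactive means viability above 50%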;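 further: compound exposure lasted 72 h before the ATP readout; 100% = median luminescence of untreated cell-only wells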
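material = human LL 47 lung fibroblast cells | dosing = compounds added from tenfold dosing solution, 0.1% DMSO final | timing = overnight cell rest, 72 h compound treatment at 37 °C | measured by = CellTiter-Glo luminescence measuring cellular ATP | evaluation = % viability versus median cells-only luminescence | control set = cell-only wells, no compound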
HUVEC inhibit = inhibitors of HUVEC proliferation, primary screen, cell-based, 384-well. CellTiter-Glo luminescence, 72 h; stronger effect = lower value. viability, % at 10 µM (by protocol). actives 1.1% (n = 86,000);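 active means viability at or below 30%; inactive means viability above 30%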;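 further: 100% = median luminescence of DMSO-only cell control wells on each plate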
LYP act = LYP phosphatase activators, primary screen, biochemical, DiFMUP fluorescence, 2 µM; actives 0.11% (n = 96,000); AID 697, 2007; Tyrosine-protein phosphatase non-receptor type 22 (Homo sapiens), Q9Y2R2; recombinant LYP; 0 = plate median, 100 = signal doubled; activation, % at 2 µM;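 active means activation at 2 µM above a set limit, the mean plus 5 SD, cut at about 37% in these data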
sEH inh = soluble epoxide hydrolase inhibitors, primary screen, biochemical, human sEH. Bifunctional epoxide hydrolase 2 (Homo sapiens), P34913. recombinant human sEH enzymatic activity assay. inhibition, % at 2 µM. actives 0.34% (n = 91,000); in the data active means inhibition above about 80%; further: values of inactives mirror those of a sister screen read the other way; many of its hits are not listed in these tables
S1P2 ag = S1P2 receptor agonists, primary screen, cell-based | Sphingosine 1-phosphate receptor 2 (Homo sapiens), O95136 | S1P2-expressing cell line, agonist reporter read-out | activation, % at 4.5 µM | actives 0.46% (n = 97,000) | AID 729, 2007; in the data active means activation above about 16%;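 further: 0% = vehicle low control and 100% = maximal reference agonist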
An asterisk follows results filed as active; nt = not tested or not shown. Only part of the results is shown (hit frequency here may not be typical).

SMILES	S1P2 antag	H69AR growth 86K	PostGolgi ctrl	sEH activator	Fibroblast inh	HUVEC inhibit	LYP act	sEH inh	S1P2 ag
CCOc1cc(C(=O)O)cc(Cl)c1OC	-9.1	109.1	nt	12.3	93.2	92.2	13.2	-12.3	-3.1
CC(=Nc1ccccc1C)C1=C(O)CSC1=O	-18.2	91.6	11.2	4.3	105.5	87.7	3.3	-1.6	-2.2
CCOc1ccccc1C(=O)Nc1nccs1	-0.7	98.5	19.4	4.9	94.3	94.8	1.3	-4.7	-1.9
O=C(N/N=C/c1ccco1)c1cc(-c2cccc3ccccc23)n[nH]1	6.2	95.2	14.2	-2.1	113.0	103.0	1.8	5.5	-10.1
CCOC(=O)C1C(=O)NC(N2CCOCC2)=NC1C(C)C (configuration not stated)	13.6	93.8	14.3	7.4	94.5	111.9	-7.5	-8.5	-7.7
N=c1sccn1CC(=O)Nc1ccc(Cl)c(S(=O)(=O)N2CCOCC2)c1	19.5	104.0	7.0	3.5	94.5	85.0	-5.1	-2.2	-10.0
COc1ccc(COC(=O)c2ccc(N3CCCC3=O)cc2)cc1F	-4.7	91.2	6.2	10.4	88.8	105.4	0.1	-11.2	-5.4
COc1cccc(NS(=O)(=O)c2ccc3[nH]cc(C(=O)NCCCOC(C)C)c(=O)c3c2)c1	9.6	102.3	5.0	nt	92.1	89.5	-3.0	nt	-9.4
COc1ccc(OCC(O)CNc2ccc(Br)cc2)cc1 (configuration not stated)	-9.4	102.3	18.2	14.0	98.9	80.8	1.1	-14.8	-3.8
COC(=O)c1sc(N)c(C(=O)OC)c1CSc1nc2sc3c(c2c(=O)n1C)CCC3	-29.4	41.4	nt	20.5	94.5	95.1	0.3	-20.9	26.8*
CC(C)n1c(SCc2ccccc2F)nc2c1c(=O)n(C)c(=O)n2C	-26.4	93.0	20.1	nt	83.8	86.8	nt	nt	-4.5
C#CCN1C(=O)C(O)(CC(=O)c2ccc3c(c2)OCCO3)c2ccccc21 (configuration not stated)	5.3	34.5*	-3.9	8.8	100.1	81.3	2.5	-11.6	-9.1
O=C(N1CCN(c2ccccc2)CC1)C(F)(F)C(F)F	-4.5	102.6	3.3	4.0	94.0	105.1	0.9	-1.2	0.1
NNC(=O)c1nn(-c2ccc(Cl)cc2)ccc1=O	10.4	nt	-2.0	7.1	nt	nt	0.0	-4.4	-11.1
Cc1nn(Cc2ccccc2)c(Cl)c1C(=O)NCc1ccc(C)n1C	-16.4	82.2	5.2	0.3	102.4	95.8	-15.5	1.8	-4.5
CCOc1ccc(-n2c(=S)sc3c(=O)[nH]c(SCC(=O)NC(C)CC)nc32)cc1 (configuration not stated)	-23.9	89.8	-2.1	6.4	91.0	76.2	-1.8	-9.6	-7.5
O=C1N=C2SCCN2/C1=C\c1ccc(Cl)cc1	3.0	nt	1.0	3.9	nt	nt	-1.4	-4.2	-0.1
CCOC(=O)CNC(=O)CSc1nc2cccnc2n1C	nt	94.0	-4.1	nt	93.6	92.4	nt	nt	nt
CCc1ccc(-c2nn[nH]n2)cc1	8.6	96.3	-5.6	2.1	100.7	99.7	11.3	-3.5	-2.0
COc1ccc(OC)c2[nH]c(=O)c(CCNC(=O)c3ccc(Br)o3)cc12	-8.4	79.2	-4.0	-2.2	92.8	83.5	1.6	5.6	-3.5
CSCCC(NS(=O)(=O)c1ccc(Cl)cc1)C(=O)OCC(=O)NC12CC3CC(CC(C3)C1)C2 (configuration not stated)	-10.2	89.6	8.7	-23.5	106.1	105.4	-1.1	24.6	-4.6
O=C(CNC(=O)c1ccc(Cl)cc1)NCCCn1ccnc1	21.0	84.8	22.0	-7.6	92.9	98.2	17.3	8.9	-11.2
c1ccc(-c2nnc(-c3ccco3)n2-c2ccccc2)cc1	-3.8	nt	23.2	-0.7	nt	nt	9.6	3.4	-7.1
COC(=O)c1[nH]c2ccc(C)cc2c1NC(=O)Oc1ccccc1	-3.9	97.7	0.4	1.0	104.1	100.2	-7.3	1.0	0.7
Cc1nc(C(=O)Nc2ccc(Cl)cc2)nn1-c1ccc([N+](=O)[O-])cc1	11.5	nt	5.9	-6.0	nt	nt	-4.5	5.0	-3.1
COc1cc(C)nc(Nc2nc(C)c(C(C)=O)s2)n1	-6.6	78.0	5.7	-4.4	105.3	80.9	0.4	4.0	6.5
N#C/C(=C/Nc1ccccc1)c1ccsc1	-39.9	99.7	5.7	16.2	94.4	105.8	-2.8	-15.1	-1.4
CS(=O)(=O)c1nncn1-c1ccccc1	16.2	nt	nt	-4.5	nt	nt	-4.6	3.9	-6.4
Cn1c(NC(=O)C2CCCO2)cc(=O)n(C)c1=O (configuration not stated)	nt	100.3	-4.1	nt	95.0	101.5	nt	nt	nt
O=C(c1ccc(F)cc1)c1c[nH]c(C(=O)NCCCN2CCOCC2)c1	-7.7	nt	7.9	-2.9	nt	nt	-2.2	0.9	-9.7
Cc1nnc(Nc2ccc3c(c2)ncn3C)c2ccccc12	4.5	84.4	-2.6	-4.0	93.8	92.5	2.6	2.1	1.0
CC(C)(C)NC(=O)NC(=O)CSc1nnc(COc2ccccc2Cl)o1	6.5	88.6	6.9	-0.5	106.9	90.5	-8.3	-0.7	-3.7
O=C(CSc1nnc(CNC(=O)c2ccccc2F)o1)c1ccc(Cl)cc1	-13.0	87.4	4.4	-5.4	91.7	99.2	-0.8	7.2	-4.9
O=C(O)C(=O)/C(=C\c1cccc2ccccc12)c1ccc2ccccc2n1	1.4	18.1*	22.3	-9.1	92.0	67.8	-4.8	8.2	-1.6
CC(C)(C)NC(=O)C(c1ccccc1)N(C(=O)C1CSC(=O)C1)c1ccccc1 (configuration not stated)	15.2	nt	12.9	-1.8	nt	nt	1.1	2.8	-2.1
COc1ccc(-c2nnc(SCC(=O)NC(=O)NCc3ccccc3)o2)cc1	-13.0	95.7	12.8	-5.5	105.3	109.9	-0.9	0.0	-2.4
Cc1ccc(C(=O)N2CCOCC2)cc1Cl	-9.2	97.2	-5.4	2.5	106.6	99.7	-3.6	-1.2	-4.3
COc1ccc(NC(=O)N2CCCC(C(=O)NC(C)C)C2)cc1 (configuration not stated)	1.3	93.8	nt	-14.0	109.2	96.3	1.8	14.3	-4.6
COc1ccccc1N(CC(=O)Nc1cc(C)on1)S(=O)(=O)c1ccc(Cl)cc1	-4.7	nt	21.6	-6.8	nt	nt	-3.9	6.0	-4.7
Cc1cc(C(C)(C)C)cc(S(=O)(=O)Nc2ccc(O)c(C(=O)O)c2)c1C	-11.3	102.0	7.3	-25.8	96.9	84.8	-3.9	27.2	-2.9
CC(C)Cn1c(SCC(=O)NC2CCCc3ccccc32)nc(O)cc1=O (configuration not stated)	16.9	94.9	2.3	nt	103.5	96.6	-1.6	nt	-6.1
O=C(NCC(c1cccnc1)N1CCN(c2ccccc2F)CC1)c1ccccc1 (configuration not stated)	nt	84.3	3.2	nt	110.2	112.1	nt	nt	nt
CCOc1ccc2nc(Cl)c(/C=C/C(=O)c3ccco3)cc2c1	25.3	8.9*	16.5	7.6	93.0	77.4	6.6	-5.2	-8.3
CCCCCCCC(=O)N/N=C(\C)c1cccnc1	4.1	93.5	nt	-41.9	97.6	93.0	-5.3	44.7	-6.6
COC(=O)c1sc(NC(=O)COc2cccc3ccccc23)nc1C	-0.9	96.2	9.6	-4.1	107.9	84.7	-14.8	7.5	1.2
CCc1ccc(NS(=O)(=O)c2ccc3[nH]cc(C(=O)N4CCCCC4)c(=O)c3c2)cc1	16.8	nt	5.6	-1.3	nt	nt	5.6	-0.3	-3.8
O=C(O)CCc1nn2c3ccccc3n(CCN3CCCCC3)c2nc1=O	-14.2	78.0	-1.7	6.3	89.9	92.9	-15.7	-3.0	-5.7
COc1ccc(C(=O)/C=C/c2ccc(C)cc2)c(OC(=O)c2ccc([N+](=O)[O-])cc2)c1	5.5	nt	-6.1	8.6	nt	nt	9.7	-5.6	-3.0
CCN(CC)S(=O)(=O)c1cccc(-c2nnc(SCC(=O)NC3CCCCCC3)n2N)c1	8.2	46.0	6.1	-24.7	97.2	106.7	-1.4	23.7	-5.4

Some of these compounds in order of length of the SMILES, largest number first.
SMILES	S1P2 antag	H69AR growth 86K	PostGolgi ctrl	sEH activator	Fibroblast inh	HUVEC inhibit	LYP act	sEH inh	S1P2 ag
COc1ccc(C(=O)/C=C/c2ccc(C)cc2)c(OC(=O)c2ccc([N+](=O)[O-])cc2)c1	5.5	nt	-6.1	8.6	nt	nt	9.7	-5.6	-3.0
CCc1ccc(NS(=O)(=O)c2ccc3[nH]cc(C(=O)N4CCCCC4)c(=O)c3c2)cc1	16.8	nt	5.6	-1.3	nt	nt	5.6	-0.3	-3.8
CCN(CC)S(=O)(=O)c1cccc(-c2nnc(SCC(=O)NC3CCCCCC3)n2N)c1	8.2	46.0	6.1	-24.7	97.2	106.7	-1.4	23.7	-5.4
CC(C)(C)NC(=O)C(c1ccccc1)N(C(=O)C1CSC(=O)C1)c1ccccc1 (configuration not stated)	15.2	nt	12.9	-1.8	nt	nt	1.1	2.8	-2.1
COc1ccccc1N(CC(=O)Nc1cc(C)on1)S(=O)(=O)c1ccc(Cl)cc1	-4.7	nt	21.6	-6.8	nt	nt	-3.9	6.0	-4.7
O=C(O)C(=O)/C(=C\c1cccc2ccccc12)c1ccc2ccccc2n1	1.4	18.1*	22.3	-9.1	92.0	67.8	-4.8	8.2	-1.6
O=C(NCC(c1cccnc1)N1CCN(c2ccccc2F)CC1)c1ccccc1 (configuration not stated)	nt	84.3	3.2	nt	110.2	112.1	nt	nt	nt
O=C(CSc1nnc(CNC(=O)c2ccccc2F)o1)c1ccc(Cl)cc1	-13.0	87.4	4.4	-5.4	91.7	99.2	-0.8	7.2	-4.9
CC(C)Cn1c(SCC(=O)NC2CCCc3ccccc32)nc(O)cc1=O (configuration not stated)	16.9	94.9	2.3	nt	103.5	96.6	-1.6	nt	-6.1
O=C(O)CCc1nn2c3ccccc3n(CCN3CCCCC3)c2nc1=O	-14.2	78.0	-1.7	6.3	89.9	92.9	-15.7	-3.0	-5.7
CCOc1ccc2nc(Cl)c(/C=C/C(=O)c3ccco3)cc2c1	25.3	8.9*	16.5	7.6	93.0	77.4	6.6	-5.2	-8.3
COc1ccc(NC(=O)N2CCCC(C(=O)NC(C)C)C2)cc1 (configuration not stated)	1.3	93.8	nt	-14.0	109.2	96.3	1.8	14.3	-4.6
CCCCCCCC(=O)N/N=C(\C)c1cccnc1	4.1	93.5	nt	-41.9	97.6	93.0	-5.3	44.7	-6.6
Cc1ccc(C(=O)N2CCOCC2)cc1Cl	-9.2	97.2	-5.4	2.5	106.6	99.7	-3.6	-1.2	-4.3
